NCI-60 one-dose screen, 48 h, at 10 µM unless noted. Numbers give growth in % (100 = growth as untreated, 0 = no growth, -100 = all killed).
786-0: 786-0 renal cancer cells. hit rate 5.1% among 81,000. AID 1794775
RXF 393: RXF 393 renal cancer cells; hit rate 6.9% among 77,000
TK-10: TK-10 renal cancer cells. hit rate 3.9% among 81,000. AID 1794769
ACHN: ACHN renal cancer. hit rate 4.9% among 81,000
SN12C: SN12C renal cancer cells. hit rate 3.8% among 81,000. AID 1794767
A498: A498 renal cancer cells. AID 1794774. hit rate 5.4% among 76,000
CAKI-1: CAKI-1 renal cancer; hit rate 4.7% among 75,000; AID 1794772
UO-31: UO-31 renal cancer | hit rate 5.2% among 81,000 | AID 1794768
Starred values were filed as active, the others as inactive; [ ] = dose if it differs, or a comment. How the source made its calls: active means growth percent below 10; inactive means the rest.

Results for COc1ccc(-c2cc(-c3nnc(SCC(=O)Nc4ccc(C(=O)/C=C/c5cc(OC)c(OC)c(OC)c5)cc4)n3-c3ccccc3)c3ccccc3n2)cc1 ?
786-0: 98; RXF 393: 104; TK-10: 115; ACHN: 93; SN12C: 92; A498: 92; CAKI-1: 87; UO-31: 80

Results for O=C1c2cccc3cccc(c23)C(=O)N1C/C=C/c1ccc2c3c(cccc13)C(=O)N(CCN1CCNCC1)C2=O ?
786-0: 101; RXF 393: 107; TK-10: 124; ACHN: 102; SN12C: 100; A498: 87; CAKI-1: 87; UO-31: 81

What do the screens show for `O=C(Nc1ccccc1)OCCc1ccccn1`?
786-0: 97; RXF 393: 111; TK-10: 99; ACHN: 104; SN12C: 98; A498: 87; CAKI-1: 105; UO-31: 117

Results for COc1ccc(/C=C/c2nc(Nc3ccc(S(=O)(=O)Nc4nc(C)cc(C)n4)cc3)c3ccccc3n2)cc1 ?
786-0: 79; RXF 393: 94; TK-10: 71; ACHN: 58; SN12C: 77; A498: 7.8*; CAKI-1: 53; UO-31: 52

Results for CCCCc1oc2ccc([N+](=O)[O-])cc2c1C(=O)c1ccc(C#Cc2ccc(C)cc2)cc1 ?
786-0: 97; RXF 393: 98; TK-10: 93; ACHN: 93; SN12C: 90; A498: 98; CAKI-1: 78; UO-31: 66

How did CC(=O)c1c(O)c2ccc(Cl)cc2[nH]c1=O do in these assays?
786-0: 93; RXF 393: 112; TK-10: 110; ACHN: 82; SN12C: 114; A498: 112; CAKI-1: 88; UO-31: 45

How did Nc1[nH]c(=O)[nH]c(=O)c1N do in these assays?
786-0: 94; RXF 393: 118; TK-10: 102; ACHN: 111; SN12C: 98; CAKI-1: 105; UO-31: 93

What do the screens show for `CN1CCN(c2ccc(Nc3nc(NCCNC(=O)c4ccc(F)cc4)c4sccc4n3)cc2)CC1`?
786-0: 52; RXF 393: 14; TK-10: 128; ACHN: 68; SN12C: 84; A498: 125; CAKI-1: 58; UO-31: 65

What do the screens show for `CCOc1cccc(-c2nc(N)nc(Nc3ccccc3SCSc3ccccc3Nc3nc(N)nc(-c4cccc(OCC)c4)n3)n2)c1`?
786-0: 102; RXF 393: 96; TK-10: 115; ACHN: 83; SN12C: 90; CAKI-1: 72; UO-31: 62

Results for O=C(CCn1cc[n+](CC(=O)c2ccc(F)cc2F)c1)Nc1cccc2cccnc12 ?
786-0: 102; RXF 393: 106; TK-10: 116; ACHN: 100; SN12C: 98; A498: 86; CAKI-1: 97; UO-31: 92

The last 5 compounds of the part before are carried over, then new ones follow.
How did CC(=O)c1c(O)c2ccc(Cl)cc2[nH]c1=O do in these assays?
786-0: 93; RXF 393: 112; TK-10: 110; ACHN: 82; SN12C: 114; A498: 112; CAKI-1: 88; UO-31: 45

How did Nc1[nH]c(=O)[nH]c(=O)c1N do in these assays?
786-0: 94; RXF 393: 118; TK-10: 102; ACHN: 111; SN12C: 98; CAKI-1: 105; UO-31: 93

What do the screens show for `CN1CCN(c2ccc(Nc3nc(NCCNC(=O)c4ccc(F)cc4)c4sccc4n3)cc2)CC1`?
786-0: 52; RXF 393: 14; TK-10: 128; ACHN: 68; SN12C: 84; A498: 125; CAKI-1: 58; UO-31: 65

What do the screens show for `CCOc1cccc(-c2nc(N)nc(Nc3ccccc3SCSc3ccccc3Nc3nc(N)nc(-c4cccc(OCC)c4)n3)n2)c1`?
786-0: 102; RXF 393: 96; TK-10: 115; ACHN: 83; SN12C: 90; CAKI-1: 72; UO-31: 62

Results for O=C(CCn1cc[n+](CC(=O)c2ccc(F)cc2F)c1)Nc1cccc2cccnc12 ?
786-0: 102; RXF 393: 106; TK-10: 116; ACHN: 100; SN12C: 98; A498: 86; CAKI-1: 97; UO-31: 92

Results for COc1ccc(C2C(C#N)=C(N)N(c3ccc(F)cc3F)C3=C2C(=O)CC(C)(C)C3)cc1OC (configuration not stated) ?
786-0: 101; RXF 393: 105; TK-10: 95; ACHN: 97; SN12C: 97; A498: 96; CAKI-1: 85; UO-31: 86

How did O=C(CS(=O)(=O)c1oc(-c2ccc(Cl)cc2)nc1S(=O)(=O)c1ccccc1)N1CCCC1 do in these assays?
786-0: -44*; RXF 393: -98*; TK-10: -94*; ACHN: -100*; SN12C: -26*; A498: 110; CAKI-1: -99*; UO-31: -100*

Results for Cc1ccccc1Nc1n[nH]c(=S)s1 ?
786-0: 104; RXF 393: 116; TK-10: 120; ACHN: 111; SN12C: 96; A498: 95; CAKI-1: 92; UO-31: 92

Results for NC(=O)N1CCN(c2ccccc2)CC1 ?
786-0: 84; RXF 393: 98; TK-10: 92; ACHN: 100; SN12C: 96; A498: 100; CAKI-1: 78; UO-31: 96

Results for S=P(Oc1cc(Cl)c(Cl)cc1Cl)(N1CCN(c2cccc(Cl)c2)CC1)N1CCN(c2cccc(Cl)c2)CC1 ?
786-0: 101; RXF 393: 112; TK-10: 97; ACHN: 106; SN12C: 95; A498: 113; CAKI-1: 90; UO-31: 88

How did COc1ccc(NC(=O)c2nc(-c3cc(OC)c(OC)c(OC)c3)n(-c3cccc4ccccc34)n2)cc1OC do in these assays?
786-0: 32; RXF 393: 66; TK-10: 45; ACHN: 31; SN12C: 53; A498: 43; CAKI-1: 20; UO-31: 6.3*

How did N#Cc1c(-c2cccc(F)c2)cc(-c2cccnc2)[nH]c1=O do in these assays?
786-0: 98; RXF 393: 112; TK-10: 106; ACHN: 101; SN12C: 96; A498: 116; CAKI-1: 96; UO-31: 90

Results for CC(=O)N(C)C ?
786-0: 96[500 µM]; RXF 393: 99[500 µM]; TK-10: 95[500 µM]; ACHN: 108[500 µM]; SN12C: 105[500 µM]; A498: 93[500 µM]; CAKI-1: 99[500 µM]; UO-31: 82[500 µM]

How did COC(=O)C1=C(C(=O)c2ccc(OC)cc2)C(c2ccccc2)C(C#N)=C(N)O1 (configuration not stated) do in these assays?
786-0: 115; RXF 393: 117; TK-10: 103; ACHN: 109; SN12C: 88; A498: 117; CAKI-1: 107; UO-31: 100

Results for O=C(c1ccc([N+](=O)[O-])cc1)N1CCOCC1 ?
786-0: 102; RXF 393: 136; TK-10: 95; ACHN: 95; SN12C: 101; A498: 107; UO-31: 73

What do the screens show for `COc1cc(-c2ccc(NC(=O)CSC(N)=O)c(OC)c2)ccc1NC(=O)CSC(N)=O`?
786-0: 103; RXF 393: 110; TK-10: 98; ACHN: 99; SN12C: 86; A498: 98; CAKI-1: 90; UO-31: 96

How did CC(C)(C)n1cc(-c2ccnc(NCCCNS(=O)(=O)c3ccc(C(F)(F)F)cc3)n2)c(-c2ccc(F)c(O)c2)n1 do in these assays?
786-0: 81; RXF 393: 81; TK-10: 99; ACHN: 81; SN12C: 67; A498: 104; CAKI-1: 88; UO-31: 73

How did CCCC(=O)CC(=O)c1cccs1 do in these assays?
786-0: 105; RXF 393: 100; TK-10: 124; ACHN: 99; SN12C: 100; A498: 117; CAKI-1: 98; UO-31: 87

How did O=C1c2ccccc2C(=O)N1CCBr do in these assays?
786-0: 104; RXF 393: 117; TK-10: 94; ACHN: 101; SN12C: 96; A498: 102; UO-31: 91

What do the screens show for `COc1cc(-c2nc(SCCC(C)C)nc(N3CCCCC3)c2C#N)cc(OC)c1OC`?
786-0: 111; RXF 393: 152; TK-10: 150; ACHN: 101; SN12C: 96; A498: 94; CAKI-1: 93; UO-31: 76

What do the screens show for `O=C(O)C(=O)c1ccccc1`?
786-0: 97; RXF 393: 123; TK-10: 113; ACHN: 95; SN12C: 106; A498: 117; CAKI-1: 103; UO-31: 91

How did Cc1cc2nc3[nH]c4ccccc4c3nc2cc1C do in these assays?
786-0: 79; TK-10: 107; ACHN: 92; SN12C: 83; A498: 121; UO-31: 68

How did Cc1cnc2nc(NN)[nH]n12 do in these assays?
786-0: 103; RXF 393: 119; TK-10: 105; ACHN: 98; SN12C: 99; A498: 111; CAKI-1: 86; UO-31: 81

What do the screens show for `C#CCN1C(=O)c2ccccc2N(CC#C)C12CCN(Cc1cn(CC(=O)Nc3ccccc3C(N)=O)nn1)CC2`?
786-0: 81; RXF 393: 90; TK-10: 83; ACHN: 92; SN12C: 89; A498: 76; UO-31: 59

Results for C[C@H](N)C(=O)N1CCCC(OC(=O)NC(C)(C)c2csc(-c3ccc(F)cc3)n2)C1 (some centres not stated) ?
786-0: 93; RXF 393: 94; TK-10: 82; ACHN: 98; SN12C: 97; A498: 78; CAKI-1: 87; UO-31: 88

How did COc1cccc(C(=O)Cn2cc(/C=C(\C#N)S(=O)(=O)c3ccccc3)c3ccccc32)c1 do in these assays?
786-0: 99; TK-10: 106; ACHN: 111; SN12C: 84; A498: -76*; CAKI-1: 118; UO-31: 70

What do the screens show for `Oc1ccccc1-c1nc(-c2cccs2)no1`?
786-0: 101; RXF 393: 117; TK-10: 90; ACHN: 99; SN12C: 91; A498: 106; CAKI-1: 98; UO-31: 72

Results for CCN(CC)CNC(=O)NC(C)=O ?
786-0: 103; RXF 393: 119; TK-10: 93; ACHN: 92; A498: 129; CAKI-1: 95; UO-31: 90

Results for O=C1NC(=S)NC(=O)C1=Cc1cn(Cc2cn(Cc3ccc(Cl)cc3Cl)nn2)c2ccccc12 ?
786-0: 103; RXF 393: 95; TK-10: 129; ACHN: 97; SN12C: 99; A498: 123; CAKI-1: 89; UO-31: 83

Results for CC(C)c1ccc(S(=O)(=O)Nc2sc3c(c2C(N)=O)CCC(=O)C3)cc1 ?
786-0: 102; RXF 393: 102; TK-10: 92; ACHN: 103; SN12C: 98; A498: 97; CAKI-1: 91; UO-31: 88

Results for CC(=O)OCCCCBr ?
786-0: 101; RXF 393: 99; TK-10: 108; ACHN: 104; SN12C: 102; A498: 102; CAKI-1: 98; UO-31: 96

What do the screens show for `COC(=O)c1ccc(NC(N)=NCC(C)(C)COc2ccc(C(F)(F)F)cc2)nc1`?
786-0: 71; RXF 393: 71; TK-10: 54; SN12C: 51; A498: 74; UO-31: 41

Results for CCc1ccc(NCC(=O)Cn2cc(COc3ccc(C=Nc4cnc5ccccc5c4)cc3)nn2)cc1 ?
786-0: 101; RXF 393: 123; TK-10: 110; ACHN: 108; SN12C: 101; A498: 108; CAKI-1: 97; UO-31: 93

How did Cc1[nH]nc(-c2ccc(OCc3ccc(F)cc3)cc2O)c1Oc1ccccc1 do in these assays?
786-0: 85; RXF 393: 99; TK-10: 90; ACHN: 92; SN12C: 86; A498: 104; CAKI-1: 97; UO-31: 79

What do the screens show for `c1ccc(COC2COC(c3ccccc3)OC2)cc1` (configuration not stated)?
786-0: 97; RXF 393: 114; TK-10: 102; ACHN: 111; SN12C: 88; A498: 115; CAKI-1: 98; UO-31: 112

How did COC(=O)c1cc(=O)nc(N/N=C/c2ccco2)s1 do in these assays?
786-0: 114; RXF 393: 102; TK-10: 118; ACHN: 104; SN12C: 102; A498: 100; CAKI-1: 105; UO-31: 88

How did COc1ccc2nc(SCCC(=O)Nc3cc(OC)c(OC)c(OC)c3)n(-c3ccccc3C(F)(F)F)c(=O)c2c1 do in these assays?
786-0: 102; RXF 393: 101; ACHN: 97; SN12C: 95; A498: 78; CAKI-1: 95; UO-31: 95

How did CSc1ncc(Br)c(Nc2ccc(Br)cc2)n1 do in these assays?
786-0: 98; RXF 393: 101; TK-10: 110; ACHN: 102; SN12C: 97; A498: 91; UO-31: 68

Results for COc1cccc(-n2nc(C(=O)NCc3ccccc3OC)nc2-c2cc(OC)c(OC)c(OC)c2)c1 ?
786-0: 94; RXF 393: 107; TK-10: 81; ACHN: 106; SN12C: 95; A498: 104; UO-31: 59

Structures from the list above containing a nitro group on carbon:
Results for CCCCc1oc2ccc([N+](=O)[O-])cc2c1C(=O)c1ccc(C#Cc2ccc(C)cc2)cc1 ?
786-0: 97; RXF 393: 98; TK-10: 93; ACHN: 93; SN12C: 90; A498: 98; CAKI-1: 78; UO-31: 66

Results for O=C(c1ccc([N+](=O)[O-])cc1)N1CCOCC1 ?
786-0: 102; RXF 393: 136; TK-10: 95; ACHN: 95; SN12C: 101; A498: 107; UO-31: 73
